ERG Ets-DNA blk – inhibitors of human ERG Ets domain-DNA interaction. P11308. Potency, µM (top dose mostly 76.9 µM), for the others: at the highest dose FP activity, negative = inhibition, usual class: inhibitors. fluorescence polarization, His-ERG Ets domain / labelled DNA. 0.028% of 370,000 active; active = well fitted inhibition curve with a large enough effect in the polarisation, with a control signal flat; inconclusive = small, poorly fitted or top-dose-only effect, or effect the other way, or a change in a side signal; inactive = no such curve, though single readings can be large or run the other way; the % refers to the polarisation;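 note: polarization taken with two DNA probes labelled with fluorescein and Texas red; potency is the fitted concentration of half-maximal effect; % of control where 0% means no effect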
Target sequence (P11308 whole entry, looked up, the tested form may be a part): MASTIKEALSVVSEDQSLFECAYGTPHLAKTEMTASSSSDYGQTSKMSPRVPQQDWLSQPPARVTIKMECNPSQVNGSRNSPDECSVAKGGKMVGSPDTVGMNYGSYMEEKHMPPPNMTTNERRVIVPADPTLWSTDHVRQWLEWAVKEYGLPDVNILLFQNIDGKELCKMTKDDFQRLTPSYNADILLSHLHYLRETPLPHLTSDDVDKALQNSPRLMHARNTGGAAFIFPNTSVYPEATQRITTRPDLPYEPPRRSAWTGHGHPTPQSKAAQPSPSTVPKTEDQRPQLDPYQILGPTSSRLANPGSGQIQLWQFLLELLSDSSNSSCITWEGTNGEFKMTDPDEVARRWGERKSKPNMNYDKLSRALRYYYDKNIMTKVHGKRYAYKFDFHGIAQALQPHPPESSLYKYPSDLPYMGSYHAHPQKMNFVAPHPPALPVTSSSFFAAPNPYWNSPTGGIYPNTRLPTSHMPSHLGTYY
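His-tagged ERG Ets domain (1 uM in the protein solution; 300mM KCl, 50mM Tris-HCl, 1mM EDTA, 1mM DTT, pH 7.5) received compound, then a probe mix of 5 nM fluorescein-DNA and 100nM Texas-615-DNA. Fluorescence polarization was read for both dyes.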
BAZ2B inh – blocks human BAZ2B; Potency, µM (doses to about 114 µM), for the others: at the highest dose activity change, negative = inhibition, hits mostly inhibitors; Q9UIF8; 4.4% of 360,000 active; AlphaScreen BAZ2B-H3K14Ac peptide displacement; note: potency is the fitted concentration of half-maximal effect; % is set by controls: 0 for no effect and ±100 for the full control effect; nearly all actives have a fitted effect of over 60% in size
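Compounds, titrated to a top concentration of 110 uM, were incubated 30 min at room temperature with preformed BAZ2B/acetyl-K14 H3 peptide complex (50 nM each). Proximity signal was measured by AlphaScreen after 20 min with beads.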
HP1b chromo inh – blocks HP1-beta chromodomain binding to methylated histone tails | P83916 | AlphaScreen HP1-beta / biotin-H3K9me3 peptide binding | Potency, µM (titrated, usually from 114 µM), for the others: top-dose activity change, negative = inhibition, actives largely listed as inhibitors | 0.56% of 390,000 active | AID 540317; note: potency is the fitted concentration of half-maximal effect; nearly all actives have a fitted effect of over 70% in size; inactives centre near 23
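HP1-beta protein (50 nM final) preincubated 30 min at room temperature with biotinylated H3(1-18)K9me3 peptide (50 nM) in PBS pH 7.4, 0.01% Tween-20, then compound added for 30 min. AlphaScreen streptavidin donor/nickel chelate acceptor beads (10 ug/mL final), 30 min dark, luminescence read.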
G9a inh – G9a (human) methyltransferase inhibition. Q96KQ7. G9a H3K9 monomethylation, AlphaScreen, 2 h. Potency, µM (highest dose often 102 µM), inactives show at the top dose activity, negative = inhibition, usual class: inhibitors. 8.8% of 350,000 active; note: potency is the fitted concentration of half-maximal effect; % is set by controls: 0 for no effect and ±100 for the full control effect; nearly all actives have a fitted effect of over 75% in size
Target sequence (Q96KQ7 913-1193 limits assumed): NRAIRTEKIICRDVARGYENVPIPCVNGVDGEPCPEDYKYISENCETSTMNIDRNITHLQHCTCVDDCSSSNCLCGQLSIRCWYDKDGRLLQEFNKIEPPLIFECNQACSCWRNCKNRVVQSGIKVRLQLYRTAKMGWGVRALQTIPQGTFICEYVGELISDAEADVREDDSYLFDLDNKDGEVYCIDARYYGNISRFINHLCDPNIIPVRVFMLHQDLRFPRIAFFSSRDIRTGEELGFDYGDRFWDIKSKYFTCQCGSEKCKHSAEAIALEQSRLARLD
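Chemiluminescent proximity detection of H3K9 monomethylation, read after 10 min bead incubation in the dark. Reaction: 20 nM G9a, 500 nM biotin-H3K9 peptide, 20 uM SAM cofactor, 2 h, room temperature, following 15 min enzyme-compound preincubation.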
Pin1 inhibitor – human Pin1 inhibition; Q13526; Pin1 FP peptide displacement, HiFluor488, 10 min; Potency, µM (highest dose often 115 µM), for the others: at the top dose activity, negative = inhibition, most hits filed as inhibitors; 0.009% of 390,000 active; AID 504891; active = well fitted inhibition curve with a large enough effect in the polarisation, with a control signal flat, not every such curve was filed as active; inconclusive = small, poorly fitted or top-dose-only effect, or effect the other way, or a change in a side signal; inactive = no such curve, though single readings can be large or run the other way; the % refers to the polarisation; note: potency is the fitted concentration of half-maximal effect; % is set by controls: 0 for no effect and ±100 for the full control effect
Target sequence (Q13526 whole entry, looked up): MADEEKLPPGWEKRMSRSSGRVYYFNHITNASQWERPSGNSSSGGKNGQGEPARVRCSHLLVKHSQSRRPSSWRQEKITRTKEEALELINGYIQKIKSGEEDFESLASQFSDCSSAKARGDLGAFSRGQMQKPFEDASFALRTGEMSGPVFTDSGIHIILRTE
GLS inhibitor – inhibitors of human glutaminase (GLS); O94925; 0.21% of 410,000 active; AID 624170; GLS enzymatic activity, qHTS titration; Potency, µM (titrated, usually from 45.5 µM), for inactives: at the highest dose activity change, negative = inhibition, hits mostly inhibitors; note: potency is the fitted concentration of half-maximal effect; % is set by controls: 0 for no effect and ±100 for the full control effect
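Compounds were pin-transferred onto hKGA, after which L-glutamine (1 mM solution) and a detection mix of glutamate oxidase, HRP and Amplex Red were added. Initial and 30 min RT fluorescence reads were collected.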
JMJD2A Tudor inh – blocks the human JMJD2A Tudor domain | O75164 | AlphaScreen JMJD2A-Tudor / H3K4me3 peptide binding | Potency, µM (highest dose often 114 µM), inactives show top-dose activity change, negative = inhibition, hits mostly inhibitors | 4.4% of 390,000 active | AID 504339; note: potency is the fitted concentration of half-maximal effect; % is set by controls: 0 for no effect and ±100 for the full control effect; nearly all actives have a fitted effect of over 50% in size
Tb PGK inh – blocks T. brucei phosphoglycerate kinase; P07378; PGK/GAPDH coupled, Kinase-Glo luminescence, 60 min; Potency, µM (top dose mostly 57.5 µM), for inactives: at the highest dose activity change, negative = inhibition, actives largely listed as inhibitors; 0.043% of 380,000 active; AID 602233; note: potency is the fitted concentration of half-maximal effect; % is set by controls: 0 for no effect and ±100 for the full control effect; nearly all actives have a fitted effect of over 60% in size
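Luminescent ATP detection (Kinase-Glo Plus) follows a 60-minute room-temperature incubation, with wells lacking PGK as controls. Buffer: 100 mM TEA (pH 7.6), 5 mM MgCl2, 0.01% Tween-20. Coupling enzyme GAPDH (100 nM final) supplies unstable 1,3-BPG in-well.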
PI4K2A block – blocks human PI4K2A kinase activity. Q9BTU6. purified PI4K2A, ADP-Glo luminescence, 1 h; hits give low values. activity change, negative = inhibition, % at 76.9 µM. 0.13% of 420,000 active. AID 1346378; in the data active = activity change below about -50%; inconclusive = mostly about -30% to -49%;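 note: -100% = wells without enzyme as full effect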
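PI4K2A activity was measured by ADP-Glo luminescence: enzyme (4 ug/mL stock) and phosphatidylinositol (1.2 mM stock) in Tris pH 7.5/MgCl2/EGTA/Triton X-100 buffer were reacted with ATP (300 microM stock) for one hour at ambient temperature.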
* marks the source's active call; other numbers are inactive results; i = inactive; ? = inconclusive; . = not tested or not shown; & = joins results of further samples; [ ] = another dose, or the depositor's remark. Unless noted, calls come from the whole dose curve; as a rule, active = well fitted curve in the direction sought with a large enough effect; inconclusive = small, poorly fitted or top-dose-only effect, or another doubt; inactive = no such curve, though single readings can be large; an effect the other way counts as inactive or inconclusive. The order is random; overall some 11% were active at least once.

item	molecule	ERG Ets-DNA blk	BAZ2B inh	HP1b chromo inh	G9a inh	Pin1 inhibitor
1	O=C(/C=C/c1ccc(-c2ccc(F)cc2)o1)N1CCCC1	-6%	-14%	10%	45µM*	-3%
2	COc1ccccc1-c1cc(C(=O)N/N=C\c2cn(C)nc2C)c2ccccc2n1	.	-8%	11%	?	10%
3	COc1cccc(CNC(=O)C2CCCN(S(=O)(=O)c3ccc4c(ccn4C)c3)C2)c1OC (stereo not drawn)	2%	-2%	19%[57 µM]	5%[59 µM]	21%
4	CC12CN3CC(C)(CN(C1)C3c1cc(Br)ccc1O)C2=O (stereo not drawn)	-7%	12%	52%[activator]	-11%[59 µM]	-6%
5	COc1ccc2c(c1OC)C(=O)OC2Nc1nc(-c2cccc([N+](=O)[O-])c2)cs1 (stereo not drawn)	5%	?	-9%	-33%	-9%
6	CCCN(CCO)C1CCN(CCc2ccccc2)CC1	-9%	-28%	21%	50µM*	-2%
7	CN(CC(=O)NCc1ccccc1)S(=O)(=O)c1ccc2[nH]c3c(c2c1)CCCC3	-3%	?	1%	?	11%
8	CC(C)c1ccc(/C=C/C(=O)NNC(=O)c2cccnc2)cc1	7%	5%[57.1 µM]	67%[activator]	32%	-12%

item	GLS inhibitor	JMJD2A Tudor inh	Tb PGK inh	PI4K2A block
1	0%	-28%	5%	-7
2	13%	-27%	-3%	5
3	-3%	-19%	7%	-6
4	8%	1%	7%	0
5	?	?	-8%	0
6	2%	-1%	-3%	4
7	3%	?	-1%	3
8	-14%	-16%[11.4 µM]	i	-3

Part of the list above, limited to ERG Ets-DNA blk and BAZ2B inh.
nr | Compound | ERG Ets-DNA blk | BAZ2B inh
3 | COc1cccc(CNC(=O)C2CCCN(S(=O)(=O)c3ccc4c(ccn4C)c3)C2)c1OC (stereo not drawn) | 2% | -2%
8 | CC(C)c1ccc(/C=C/C(=O)NNC(=O)c2cccnc2)cc1 | 7% | 5%[57.1 µM]

(continued)
item	molecule	ERG Ets-DNA blk	BAZ2B inh	HP1b chromo inh	G9a inh	Pin1 inhibitor
9	C=CCN(CC=C)S(=O)(=O)c1ccc(NC(=S)NC(=O)Cc2ccc(OC)cc2)cc1	0%	-8%	-1%	4%	12%
10	O=C(NCc1ccncc1)/C(=C/c1cccc([N+](=O)[O-])c1)NC(=O)c1ccccc1	3%	2%	28%	19%	-3%
11	O=c1c2ccccc2nc(SCc2nnc(-c3ccccc3)o2)n1-c1ccccc1	.	1%	18%	7%[59 µM]	-6%
12	COC(=O)c1ccc2c(c1)NC(=O)C(N(CC(C)C)CC(C)C)S2 (stereo not drawn)	4%	2%	16%	5%[59 µM]	?
13	CCN(C(=O)COC(=O)c1cc(C)n(-c2ccc(F)cc2)c1C)C1CCS(=O)(=O)C1 (stereo not drawn)	0%	?	1%	50µM*	1%
14	COc1cccc(OCC(=O)Nc2c3c(nn2-c2ccccc2)CS(=O)(=O)C3)c1	4%	-11%	-2%	.	-13%
15	O=C(Nc1ccccc1)N1CCn2c(nc3ccccc32)C1	-6%	-8%	19%	1%	-2%
16	Cc1ccc(N(C(=O)c2ccco2)C2C=CS(=O)(=O)C2)cc1 (stereo not drawn)	-8%	0%	32%	19%	2%

item	GLS inhibitor	JMJD2A Tudor inh	Tb PGK inh	PI4K2A block
9	6%	-13%	-1%	-1
10	2%	-12%	-9%	-4
11	18%	-19%	i	0
12	-1%	0%	i	-4
13	-2%	-35%	-7%	-3
14	20%	?	-8%	-3
15	2%	-3%	8%	3
16	-2%	-6%	-2%	-4

Going on with the list.
item	molecule	ERG Ets-DNA blk	BAZ2B inh	HP1b chromo inh	G9a inh	Pin1 inhibitor
17	Cc1ccc(C23CC4CC(CC(C(=O)NC(C)C(=O)O)(C4)C2)C3)cc1 (stereo not drawn)	-9%	-10%	18%	-27%[2.33 µM]	0%
18	COCCCNC(=O)CSc1nc2cc(S(=O)(=O)N3CCCCC3)ccc2o1	1%	5%	16%	?	-1%
19	COc1ccc(S(=O)(=O)N2CCOCC2)cc1C(=O)NCc1c(C)nn(Cc2ccccc2)c1C	24%	.	34%	.	-3%
20	CCN1C(=O)/C(=C\N2CCN(c3ccc(F)cc3)CC2)SC1=S	-4%	-30%	17%	-17%[59 µM]	7%
21	CN(C)c1ccc(C=NCC2(O)CCOC(C)(C)C2)cc1 (stereo not drawn)	1%	13%	9%	44%[12.7 µM]	2%
22	O=C(Nc1nc(-c2cccnc2)cs1)c1ccccc1Cl	-7%	4%	44%[activator]	8%	3%
23	COc1ccc(NC(=O)C2CCN(c3cnccn3)CC2)cc1Cl	2%&5%	-27%[57.1 µM]	28%&-1%	-4%	3%&-4%
24	CCOC(=O)C(=O)N(Nc1ccc(C)cc1)c1ccc(C)cc1	-4%	-4%	21%	-7%[59 µM]	-1%

item	GLS inhibitor	JMJD2A Tudor inh	Tb PGK inh	PI4K2A block
17	-1%	-16%	0%	1
18	-3%	-10%	10%	-1
19	-11%	9%	-1%	5
20	0%	?	-9%	-2
21	16%	-6%	3%	-1
22	-7%	0%	-9%	1
23	6%&7%	-8%&-25%	9%	0&-8
24	13%	-15%	0%	11

More structures
item	molecule	ERG Ets-DNA blk	BAZ2B inh	HP1b chromo inh	G9a inh	Pin1 inhibitor
25	O=C(CCn1cnc2ccccc2c1=O)Nc1nc(-c2ccc(Br)cc2)cs1	17%	0%	3%	?	-10%
26	COc1ccc(CCNC(=O)c2cc(COc3c(C)cccc3C)on2)c(OC)c1	-4%	-3%	43%[activator]	35%	1%
27	COc1cc(/C=N/NC(=O)C(=O)NCc2cccnc2)cc(OC)c1OC	-3%	0%	28%	48%[59 µM]	2%
28	C/C(=N\NC(=O)c1c(Br)c(C)nn1C)c1cccc(NC(=O)C2CCC2)c1	0%	-3%	31%	-6%	11%
29	CC1CN(S(=O)(=O)c2cccc(C(=O)N3CCC(C(N)=O)CC3)c2)CC(C)O1 (stereo not drawn)	3%	.	30%	.	-1%
30	Cc1nc([N+](=O)[O-])c(C(=O)O)n1C	-10%	.	3%	-48%	-7%
31	Nc1nnc(CC(=O)N/N=C/c2cc([N+](=O)[O-])cc(Br)c2O)s1	1%	50µM*	-14%	22µM*	?
32	CCO[C@@H]1OC(C(=O)NC2CC2)=C[C@H](c2ccc(C(F)(F)F)cc2)[C@H]1CCCO	8%	-2%	24%	8%[12.7 µM]	2%

item	GLS inhibitor	JMJD2A Tudor inh	Tb PGK inh	PI4K2A block
25	-1%	-27%	-1%	-6
26	-1%	-6%	-8%	-4
27	-1%	-15%	-6%	2
28	-3%	13%[57.1 µM]	i	-6
29	-12%	3%	i	-3
30	8%	-8%	-1%	-1
31	26%	79µM*	-6%	-5
32	6%	-14%	10%	-3

Further compounds follow.
item	molecule	ERG Ets-DNA blk	BAZ2B inh	HP1b chromo inh	G9a inh	Pin1 inhibitor
33	CCCCn1nnc(NC(=O)C(c2ccccc2)c2ccccc2)n1	2%	-11%	33%[activator]	.	-2%
34	CCOc1ccc(N2C(=O)CSC2c2ccncc2)cc1 (stereo not drawn)	-1%	8%	16%	13%[59 µM]	0%
35	O=C1c2cccc(NCCNCCO)c2C(=O)c2cccc(NCCNCCO)c21	.	.	?	.	-1%
36	O=C(NC1CCCCC1)c1nn2c(C(F)(F)F)cc(-c3ccco3)nc2c1Br	2%	-2%	10%	?	17%
37	Cc1ccc(NC(=O)C(=O)NCC(c2cccnc2)N2CCc3ccccc3C2)cc1 (stereo not drawn)	2%	-14%	18%	-28%[59 µM]	17%
38	Cn1nc(-c2ccccc2F)c2cc(C(=O)NCCc3ccc(Cl)cc3)sc21	8%	.	42%[activator]	-4%[59 µM]	29%
39	CCCc1cc(=O)oc2cc(OCC(=O)NCCCN3CCCC3=O)ccc12	2%	-10%	15%	.	2%
40	COc1ccc(CCC(=O)NNC(=S)Nc2cccc(C(C)=O)c2)cc1	6%	-2%	-4%	40µM*	5%

item	GLS inhibitor	JMJD2A Tudor inh	Tb PGK inh	PI4K2A block
33	-1%	-1%	-1%	-12
34	6%	1%	-1%	-3
35	22%	35µM*	-8%	-12
36	9%	-7%	2%	2
37	18%	-21%	i	-1
38	5%	0%	i	2
39	0%	-19%	i	7
40	-12%	-18%	0%	0

Compounds above with a CF3 group, in the order listed:
item	molecule	ERG Ets-DNA blk	BAZ2B inh	HP1b chromo inh	G9a inh	Pin1 inhibitor
32	CCO[C@@H]1OC(C(=O)NC2CC2)=C[C@H](c2ccc(C(F)(F)F)cc2)[C@H]1CCCO	8%	-2%	24%	8%[12.7 µM]	2%
36	O=C(NC1CCCCC1)c1nn2c(C(F)(F)F)cc(-c3ccco3)nc2c1Br	2%	-2%	10%	?	17%

item	GLS inhibitor	JMJD2A Tudor inh	Tb PGK inh	PI4K2A block
32	6%	-14%	10%	-3
36	9%	-7%	2%	2
